BRCA1 expr act: BRCA1 expression activation. AID 624202. MCF7-BRCA1-FFLuc reporter, luminescence, 48 h; response scale: scaled: vehicle 0%, 10 µM genistein 100%. 380,000 tested, 1.1% active. Potency, µM (top dose mostly 46.1 µM), inactives show at the highest dose activation, usual class: activators; further: nearly all actives have a fitted effect of over 80% in size; some results filed as inactive show a strong effect at the top dose
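MCF7-BRCA1-FFLuc cells, 2000/well in phenol-red-free MEM, attached 2 h then treated 48 h at 37 C. Luciferase luminescence read 15 min after reagent; normalized to genistein maximum activation (10microM) and DMSO, concentration-response fitted.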
FLuc counter: inhibits or activates purified firefly luciferase, miR-21 counter-screen. P08659. purified FLuc, Km substrates, luminescence inhibition. Potency, µM (series often up to 57.5 µM), for inactives: at the highest dose activity change, negative = inhibition, actives largely listed as inhibitors. 360,000 tested, 6.9% active;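 further: plate controls were vehicle for no effect and reference inhibitor for full effect; nearly all actives have a fitted effect of over 55% in size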
Target sequence (P08659 whole entry, looked up): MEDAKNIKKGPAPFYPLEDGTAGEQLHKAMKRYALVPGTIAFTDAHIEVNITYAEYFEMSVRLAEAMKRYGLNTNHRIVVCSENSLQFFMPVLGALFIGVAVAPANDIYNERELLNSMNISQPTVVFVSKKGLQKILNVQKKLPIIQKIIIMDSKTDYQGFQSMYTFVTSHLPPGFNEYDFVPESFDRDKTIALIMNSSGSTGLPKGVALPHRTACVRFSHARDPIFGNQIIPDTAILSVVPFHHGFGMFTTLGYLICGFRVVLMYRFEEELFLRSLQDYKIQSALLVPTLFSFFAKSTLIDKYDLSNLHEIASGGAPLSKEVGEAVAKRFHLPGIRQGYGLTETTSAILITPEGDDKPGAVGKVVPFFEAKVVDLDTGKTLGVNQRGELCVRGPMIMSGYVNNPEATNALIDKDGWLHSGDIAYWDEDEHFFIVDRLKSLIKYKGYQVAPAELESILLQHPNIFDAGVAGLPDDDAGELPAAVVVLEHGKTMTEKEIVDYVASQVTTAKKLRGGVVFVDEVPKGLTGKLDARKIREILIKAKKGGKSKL
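Biochemical qHTS of compounds, final roughly 60 µM downward over six points, against 10 nM purified firefly luciferase using Km concentrations of substrates (10 uM D-luciferin, 10 uM ATP) in Tris acetate pH 7.5 buffer; luminescence output.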
Starred values were filed as active, the others as inactive; ? = inconclusive. The call rests on the fitted dose curve; in most records, active means well fitted curve in the direction sought with a large enough effect; inconclusive means small, poorly fitted or top-dose-only effect, or another doubt; inactive means no such curve, though single readings can be large; an effect the other way counts as inactive or inconclusive. Potency means the concentration at half of the fitted maximal effect. The list is partial; rates above refer to the full screens.

SMILES	BRCA1 expr act	FLuc counter
Cc1ccc(N2CC(C(=O)Nc3ccc(N(C)C)cc3)CC2=O)cc1Cl (centres undefined)	1%	-3%
CCc1ccc(Sc2cc(C(=O)NCCCN3CCCC(C)C3)c3ccccc3n2)cc1 (centres undefined)	-33%	-1%
Cc1cccc(-c2nc3nc(C)cc(NCc4ccccc4Cl)n3n2)c1	-5%	?
CCOC(=O)c1ccc(N2C(=O)c3n[nH]c(C)c3C2c2ccc(C(C)C)cc2)cc1 (centres undefined)	5%	-1%
CCOc1ccccc1C1C(C(=O)N2CCCCC2)=C(C)Nc2nc3ccccc3n21 (centres undefined)	16%	5%
CC(=O)Nc1ccc2nc(SCCOc3ccc(C)cc3)sc2c1	6%	4%
CCOC(=O)Cn1c(=O)n(-c2ccccc2OC)c2nc(-c3ccccc3F)nc(C(N)=O)c21	2%	-2%
COc1cccc(NC(=O)Cn2c(=O)n(CCCC(=O)NCc3ccc4c(c3)OCO4)c(=O)c3ccccc32)c1	0%	0%
COc1cc(C)ccc1OCCSc1nc2ccc(NC(=O)c3ccccc3F)cc2s1	9%	2%
CCc1ccc(Oc2c(C(F)(F)F)oc3c(CN4CCC(C)CC4)c(O)ccc3c2=O)cc1	5%	2%
Cc1ccc(N2C(=O)C(CC(=O)Nc3ccc(F)cc3)N(CCC3=CCCCC3)C2=O)cc1 (centres undefined)	-69%	-8%
Cc1ccc(NC(=O)C2CCC(CNS(=O)(=O)c3ccc4c(c3)CCCC(=O)N4)CC2)cc1F (centres undefined)	-25%	?
CCOc1ccc(NC(=O)Cn2c(=O)cc(C)c3c(C)nn(-c4cccc(Cl)c4C)c32)cc1	8%	-2%
Cc1cc(C)cc(-n2c(SCC(=O)NC3CCCCC3)nc3c([nH]c4ccccc43)c2=O)c1	-39%	0%
COc1cc(C2C(C(=O)Nc3ccccc3)=C(C)Nc3nc(SCc4ccccc4F)nn32)cc(OC)c1OC (centres undefined)	-12%	-8%
Cc1ccc(-n2c(=O)c3c(c4cc(C)ccc4n3C)n(CC(=O)c3ccc(Cl)cc3)c2=O)cc1	6%	0%
CCOC(=O)CC(NC(=O)CCc1c(C)nc2c(c1C)c(=O)n(C)c(=O)n2C)c1ccc(OCC)c(OC)c1 (centres undefined)	0%	-2%
CC1CCN(S(=O)(=O)c2cc(C(=O)NCc3ccc(N(C)C)cc3)n(C)c2)CC1	-24%	-14%
Cc1cc(C)cc(-n2nnc(-c3nsc(NC(=O)c4ccccc4Cl)n3)c2C)c1	0%	-15%
CCCSc1ncc(Cl)c(C(=O)Nc2sc3c(c2C(N)=O)CCCC3)n1	0%	-3%
Cc1cccc(Cn2c(COc3ccccc3)nc3ccccc32)c1	17%	?
Cc1ccc(C)c2sc(N3CCN(C(=O)C(C)(C)C)CC3)nc12	0%	-8%
COc1ccc(S(=O)(=O)c2cnc(SCC(=O)Nc3cc(F)ccc3C)[nH]c2=O)cc1Cl	16%	9.5µM*
CCN(CC)CCNC(=O)c1cc2c(=O)[nH]c3ccc(C)cc3c2s1	36%	-4%
Cc1cccc(CC(=O)Nc2ccc3nc(N4CCC(C)CC4)cc(C)c3c2)c1	5%	3%

Quoted at random: 2 records from the list.
SMILES	BRCA1 expr act	FLuc counter
Cc1cccc(CC(=O)Nc2ccc3nc(N4CCC(C)CC4)cc(C)c3c2)c1	5%	3%
Cc1ccc(N2C(=O)C(CC(=O)Nc3ccc(F)cc3)N(CCC3=CCCCC3)C2=O)cc1 (centres undefined)	-69%	-8%

3 of these compounds, set out differently.
> CCc1ccc(Sc2cc(C(=O)NCCCN3CCCC(C)C3)c3ccccc3n2)cc1 (centres undefined)
- BRCA1 expr act: -33%
- FLuc counter: -1%

> Cc1cccc(-c2nc3nc(C)cc(NCc4ccccc4Cl)n3n2)c1
- BRCA1 expr act: -5%
- FLuc counter: ?

> CCOC(=O)c1ccc(N2C(=O)c3n[nH]c(C)c3C2c2ccc(C(C)C)cc2)cc1 (centres undefined)
- BRCA1 expr act: 5%
- FLuc counter: -1%

(further entries)
SMILES	BRCA1 expr act	FLuc counter
COCCCNC(=O)C1CCCN(S(=O)(=O)c2ccc3c(c2)oc(=O)n3C)C1 (centres undefined)	-13%	2%
Cc1ccc(C)c(N2CCN(C(=O)Cn3c(C)c4cnn(-c5ccccc5)c(=O)c4c3C)CC2)c1	-8%	-11%
COc1ccc(-c2noc(-c3cccnc3NCc3ccco3)n2)cc1	?	0%
Cc1cccc(N2C(=O)N(Cc3cc(=O)n4ccccc4n3)c3ccccc3S2(=O)=O)c1	4%	-1%
COc1cc(NC(=O)c2nc3nc(C)cc(C(F)F)n3n2)c(OC)cc1Cl	6%	2%
CCC(C)NC(=O)CCc1c(C)nc2cc(-c3ccc(OC)cc3OC)nn2c1C (centres undefined)	1%	-1%
Cc1ccc(Nc2c(-c3ccc(N4CCOCC4)cc3)nc3ccc(C)cn23)cc1	7%	0%
CCCNc1ccc(-c2nc(-c3ccccn3)no2)cc1[N+](=O)[O-]	139%	-1%
CCc1ccc(NC(=O)c2ccc3c(=O)n4nc(Nc5ccccc5C)sc4nc3c2)cc1	2%	-6%
CCc1cccc(NC(=O)c2c(N3CCCC3=O)c3cc(C)ccc3n2C)c1	-4%	-11%
O=C(CN1C(=O)COc2ccc(S(=O)(=O)N3CCCCCC3)cc21)N1CCN(c2ccccc2)CC1	-4%	-7%
CCOC(=O)c1cc(NC(=O)c2ccc(F)cc2)c(=O)n2c1oc1ccc(Cl)cc12	15%	4%
COc1ccc(CCNC(=O)CCn2c(=O)c3ccccc3n(Cc3cc(C)ccc3C)c2=O)cc1OC	-9%	-1%
CCOC(=O)c1ccccc1NC(=O)Cn1c2ncccc2c(=O)n1-c1ccccc1	7%	-3%
CCc1ccccc1Nc1nn2c(=O)c3ccc(C(=O)NCc4ccccc4OC)cc3nc2s1	-6%	-7%
COc1cc2c(cc1OC)C(COc1ccc(F)cc1)N(C(=O)Cc1ccccc1)CC2 (centres undefined)	-12%	-3%
Cc1ccc(CNC(=O)C2CCN(S(=O)(=O)c3ccc4c(c3)oc(=O)n4C)CC2)cc1	-4%	1%
Cc1ccc(CN2C(=O)C3(SCC(=O)N3c3ccc(C)c(C)c3)c3ccccc32)cc1 (centres undefined)	0%	-13%
CCC(Cn1nnc2ccccc2c1=O)NC(=O)Nc1ccccc1OC (centres undefined)	-7%	-2%
Cc1oc2ncn(C)c(=O)c2c1C(=O)Nc1ccccn1	-19%	-2%
CN(C(=O)CSc1nc2ccccc2n1CC(=O)N(C)C1CCCCC1)c1ccccc1	9%	-3%
O=C(NCc1ccc(Cl)cc1)c1ccc2c(c1)N(Cc1ccccc1F)C(=O)c1ccccc1S2=O (centres undefined)	-39%	0%
Cc1ccc(C)c(NC(=O)CSc2ncc3c(n2)-c2cc(Cl)ccc2N(Cc2ccccc2F)S3(=O)=O)c1	-4%	6%
COc1ccc(CCNC(=O)CN(c2cc(C(F)(F)F)ccc2Cl)S(C)(=O)=O)cc1	5%	-16%
COc1ccc(NC(=O)Cn2c(C)c3cnn(-c4ccccc4)c(=O)c3c2C)c(OC)c1	7%	0%
Going on with the list:
SMILES	BRCA1 expr act	FLuc counter
COc1ccc(CNC(=O)c2cc3c(=O)[nH]c4ccc(C)cc4c3s2)c(OC)c1	0%	-9%
COC(=O)c1ccc(NC(=O)CCc2c(C)nn(-c3ccc(N4CCOCC4)nn3)c2C)cc1	20%	19µM*
Cc1ccc(Cl)cc1-n1c(=O)c2sc3ccccc3c2n(CC(=O)NC2CCCCC2)c1=O	-25%	1%
CNC(=O)c1c(NC(=O)c2ccc(S(=O)(=O)N3CCCCC3C)cc2)sc2c1CCC2 (centres undefined)	-3%	-5%
Fc1ccc(N2CCN(c3ncnc4[nH]ncc34)CC2)cc1	0%	0%
COc1ccccc1Cc1nc2ccccc2nc1SCC(=O)Nc1c(C)cccc1C	10%	-4%
COc1ccccc1N1CCN(C(=O)CN2C(=O)COc3ccc(S(=O)(=O)N4CCCCCC4)cc32)CC1	-22%	-6%
CCc1nn(CC(=O)N2CCN(c3cccc(C)c3C)CC2)c(=O)c2cc3occc3n12	31%	-6%
COc1cccc(OCCSc2nc3ccccc3n2CC(=O)N2CCCCC2)c1	-6%	4%
CSc1ccc(CCNC(=O)CCc2c(C)nc3c(-c4ccccc4)c(C)nn3c2C)cc1	-19%	0%
CCOc1ccc(OCC)c(NC(=O)C2CCCN(S(=O)(=O)c3cc(Br)cc4c3N(C(=O)CC)CC4)C2)c1 (centres undefined)	-18%	2%
O=C(CN1C(=O)COc2ccc(S(=O)(=O)N3CCOCC3)cc21)N1CCN(c2ccccc2)CC1	12%	0%
COc1ccccc1CNC(=O)CCNS(=O)(=O)c1ccc2c(c1)CCCC(=O)N2	-3%	6%
O=C(C1CC1)N1CCN(c2nc3c(F)cc(F)cc3s2)CC1	?	-19%
COC(=O)c1ccc(NC(=O)CN(C)S(=O)(=O)c2ccc3c(c2)CCCC(=O)N3)cc1	-14%	3%
CC1CCC(Nc2ncnc3onc(-c4ccc(Cl)cc4)c23)CC1 (centres undefined)	9%	-12%
CC(=O)N1CCc2cc(Br)cc(S(=O)(=O)CCC(=O)N3CCN(c4ccccc4Cl)CC3)c21	3%	-8%
CCc1cccc(NC(=O)CCS(=O)(=O)c2cc3c4c(c2)CCN4C(=O)CC3)c1	0%	2%
Cc1ccc(-n2c(=O)c3ccc(C(=O)NCc4ccco4)cc3n(CC(=O)Nc3ccccc3C(F)(F)F)c2=O)cc1	5%	-4%
Cc1cc(-n2c(C)nc3ccccc3c2=O)ccc1NC(=O)C(F)(F)F	0%	-1%
CCc1ccc(CNC(=O)c2c(C)oc3ncn(CC(C)C)c(=O)c23)cc1	0%	-10%
O=C(CSc1nc2ccccc2n1Cc1ccccc1)NCc1ccccc1	-1%	-3%
CCOc1ccccc1C1CC(=O)NC(C)=C1C(=O)OC1CCCCCC1 (centres undefined)	7%	-18%
COc1ccc(N2CCN(C(=O)CCc3c(C)nc4c(-c5ccccc5)c(C)nn4c3C)CC2)cc1	-2%	-3%
CCC(=O)NCCc1sc2nc(-c3ccc(OC)cc3)nn2c1C	5µM*	19µM*

The final 4 entries of the section above open the next one.
SMILES	BRCA1 expr act	FLuc counter
O=C(CSc1nc2ccccc2n1Cc1ccccc1)NCc1ccccc1	-1%	-3%
CCOc1ccccc1C1CC(=O)NC(C)=C1C(=O)OC1CCCCCC1 (centres undefined)	7%	-18%
COc1ccc(N2CCN(C(=O)CCc3c(C)nc4c(-c5ccccc5)c(C)nn4c3C)CC2)cc1	-2%	-3%
CCC(=O)NCCc1sc2nc(-c3ccc(OC)cc3)nn2c1C	5µM*	19µM*
Cc1ccc(NC(=O)C2CCCN(S(=O)(=O)c3cn(C(C)C)cn3)C2)c(C)c1 (centres undefined)	3%	-3%
Cc1ccc(NC(=O)C2CCN(c3ncccn3)CC2)cc1F	7%	-10%
CCOc1ccccc1NC(=O)Cn1c(=O)ccc2cc(S(=O)(=O)N3CCCC3)ccc21	-4%	-5%
O=C(Cn1ncc2ccsc2c1=O)N1CCN(c2ccc(Cl)cc2)CC1	-23%	-3%
CCOC(=O)c1cc(NC(=O)c2ccc(OC)cc2)c(=O)n2c1oc1ccc(Cl)cc12	-6%	3%
CC(=O)c1ccc(NC(=O)c2cc3sccc3n2Cc2ccc(Cl)cc2)cc1	6%	5%
Cc1ccc2cccc(NC(=O)c3ccc(-c4cccc([N+](=O)[O-])c4)o3)c2n1	4%	-5%
Cc1cccc(CN2C(=O)c3ccccc3S(=O)(=O)c3ccc(C(=O)NC4CCCCC4)cc32)c1	-11%	-1%
CC(=O)c1ccc(NC(=O)CSc2nc(=O)n(Cc3ccccn3)c3c2CCC3)cc1	0%	-5%
COc1ccc(NCc2cccn2-c2nnc(N3CCOCC3)s2)cc1OC	-6%	-14%
Cc1cccc(N2C(=O)CSC23C(=O)N(CC(=O)NCCc2ccccc2)c2ccccc23)c1 (centres undefined)	2%	-1%
CCCCc1nn2c(=O)cc(COC(=O)COc3ccc(C)cc3)nc2s1	-10%	-3%
CCOc1ccc(S(=O)(=O)N(CC(=O)NCCc2ccc(OC)c(OC)c2)c2ccccc2)cc1	9%	0%
Cc1oc2ncnc(N3CCCCC3)c2c1C(=O)NCC1CCN(Cc2ccccc2F)CC1	-1%	-1%
Cc1nn(-c2ccccc2)c(OC(=O)c2ccc(Br)cc2)c1S(=O)(=O)c1ccccc1	15%	?
COc1cc2c(cc1OC)C(COc1ccccc1OC)N(C(=O)c1ccccc1OC)CC2 (centres undefined)	-4%	1%
CC(C)OCCCNC(=O)Cn1c(-c2cccs2)cc2cc(F)ccc21	-19%	4%
CCC(CC)C(=O)OCc1cc(=O)n2nc(C3CCCCC3)sc2n1	7%	-1%
O=C(CN1C(=O)C2(SCC(=O)N2c2ccc(F)c(F)c2)c2ccccc21)NCCc1ccccc1 (centres undefined)	7%	-4%
COc1ccc(CCNC(=O)CCn2c(=O)c3ccccc3n(CC(=O)Nc3ccccc3F)c2=O)cc1OC	2%	-5%
CCOc1ccc(-n2c(=O)c3c4c(sc3n(CC(=O)Nc3cccc(C(F)(F)F)c3)c2=O)CCCCC4)cc1	-5%	0%
Cc1ccccc1C(=O)Nc1nnc2n1CCS2	89%	-4%
Cc1ccc(-c2noc(-c3ccc(NCC4CCCO4)c([N+](=O)[O-])c3)n2)cc1 (centres undefined)	-10%	?
CCCN(C(=O)Cn1cnc2onc(-c3ccc(F)cc3)c2c1=O)c1cccc(Cl)c1	1%	-5%

From PubChem BioAssay
